Efflux pump mplx = antifungal efflux pump inhibition, Nile Red retention; S. cerevisiae Candida pump triplex; inhibition, % at 10 µM; 330,000 tested, 0.44% active; AID 485275;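 active means plate passing quality check with inhibition over a set limit, or well fluorescence over plate mean plus 4 SD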;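 further: Nile Red retained in pooled yeast measured as flow cytometry median fluorescence; 0% = buffer negative control and 100% = Enniatin B positive control; higher means more Nile Red kept so more efflux inhibition; some compounds called inactive have numbers as strong as hits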
TPT1 inh = blocks Candida albicans tRNA 2'-phosphotransferase; 300,000 tested, 0.81% active; recombinant caTPT1, FP RNA substrate dephosphorylation; inhibition, % at 5 µM;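 active means inhibition above the mean of all tested compounds plus 3 SD, set per screening campaign, cut at about 24% in these data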;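 further: plate controls were DMSO alone for no effect and ferristatin control at 100 nM for full effect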
LYPLA2 inh = blocks human lysophospholipase 2, a PME1 counter-screen. recombinant LYPLA2, FP-Rh probe fluorescence polarization. inhibition, % at 5.9 µM. 320,000 tested, 0.38% active;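 active means inhibition above the screen-wide mean plus 3 SD, limit set per campaign, cut at about 26% in these data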;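 further: 0% = LYPLA2 with DMSO and 100% = wells lacking LYPLA2 enzyme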
Target sequence (O95372 whole entry, looked up): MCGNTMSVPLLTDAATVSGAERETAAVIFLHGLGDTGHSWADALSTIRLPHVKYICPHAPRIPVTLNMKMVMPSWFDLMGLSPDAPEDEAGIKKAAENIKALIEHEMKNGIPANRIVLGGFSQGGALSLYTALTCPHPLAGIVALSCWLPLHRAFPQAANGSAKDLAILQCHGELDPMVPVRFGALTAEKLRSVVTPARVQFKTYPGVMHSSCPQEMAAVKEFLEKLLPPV
PREPL inhibitor = inhibits the human prolyl oligopeptidase-like enzyme | 320,000 tested, 0.68% active | Q4J6C6 | inhibition, % at 5.96 µM | recombinant PREPL, fluorescence polarization activity-based probe; in the data active means inhibition above about 43%;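 further: 0% = enzyme with DMSO and 100% = wells lacking enzyme; many of its hits are not listed in these tables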
JMJD2C inh = blocks human GASC-1 demethylase activity. GST-JMJD2C(1-420) H3K9me3 demethylation, DELFIA europium. inhibition, % at 2.35 µM. 330,000 tested, 0.069% active. AID 2099;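 active means more than half of a compound's replicate wells show inhibition beyond 50%, single wells judged on their own value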;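 further: signal counts dimethyl H3K9 product captured on neutravidin plate; 0% = median of DMSO wells and 100% = 0.3 times that DMSO median; strong numbers were not always called active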
HCV core dimer = blocks dimerization of HCV core protein; inhibition, % at 5 µM; 300,000 tested, 0.33% active; TR-FRET GST/Flag-core106 dimerization, 1536-well;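 active means inhibition above the mean of all tested compounds plus 3 SD, set per screening campaign, cut at about 45% in these data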
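Assay system: tagged HCV core106 pair (GST and Flag); medium: KF-containing HEPES buffer, pH 7.45, DTT, CHAPS, BSA; also added: Eu donor and XL665 acceptor anti-tag antibodies; dosing: 5 µM single dose; timing: compound-protein-antibody incubation 4 h at 22.5 °C; signal: TR-FRET 671 and 617 nm emission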
CTSL1 counter = cathepsin L1 inhibition, PFM18AAP counter-screen | recombinant F. hepatica cathepsin L1, Z-Leu-Arg-MCA fluorescence | inhibition, % at 5.96 µM | 300,000 tested, 0.49% active | AID 1906;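 active means inhibition above the mean of all tested compounds plus 3 SD, set per screening campaign, cut at about 17% in these data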;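 further: 0% = plate median of test compound wells and 100% = 1 µM Z-Phe-Ala-diazomethylketone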
PP5 inh = blocks human protein phosphatase 5 activity; P53041; purified PP5c, OMFP substrate fluorescence; inhibition, % at 6.7 µM; 320,000 tested, 0.18% active;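 active means inhibition above the campaign's mean inhibition across all tested compounds plus 3 SD, cut at about 9.5% in these data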;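 further: 0% = DMSO only and 100% = 100 µM cantharidin control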
Target sequence (P53041 whole entry, looked up): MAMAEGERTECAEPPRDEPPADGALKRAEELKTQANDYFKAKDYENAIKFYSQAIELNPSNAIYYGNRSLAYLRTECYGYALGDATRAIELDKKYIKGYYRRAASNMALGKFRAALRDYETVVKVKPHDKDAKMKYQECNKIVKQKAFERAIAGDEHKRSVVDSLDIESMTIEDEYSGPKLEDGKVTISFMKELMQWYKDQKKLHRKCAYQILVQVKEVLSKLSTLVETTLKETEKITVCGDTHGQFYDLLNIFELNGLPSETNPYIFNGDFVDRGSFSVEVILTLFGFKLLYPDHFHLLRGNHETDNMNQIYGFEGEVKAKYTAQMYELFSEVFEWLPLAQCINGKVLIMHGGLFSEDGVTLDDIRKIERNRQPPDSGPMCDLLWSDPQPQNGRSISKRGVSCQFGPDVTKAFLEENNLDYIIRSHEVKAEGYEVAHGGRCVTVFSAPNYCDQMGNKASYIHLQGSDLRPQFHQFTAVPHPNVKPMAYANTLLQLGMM
PP1 inh = PP1-alpha (human) inhibition in PP5 counter-screen; P62136; purified PP1alpha, OMFP fluorescence; inhibition, % at 6.7 µM; 320,000 tested, 0.9% active;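 active means inhibition above the mean inhibition of all tested compounds plus 3 SD, computed separately for each screening campaign, cut at about 15% in these data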
Target sequence (P62136 whole entry, looked up): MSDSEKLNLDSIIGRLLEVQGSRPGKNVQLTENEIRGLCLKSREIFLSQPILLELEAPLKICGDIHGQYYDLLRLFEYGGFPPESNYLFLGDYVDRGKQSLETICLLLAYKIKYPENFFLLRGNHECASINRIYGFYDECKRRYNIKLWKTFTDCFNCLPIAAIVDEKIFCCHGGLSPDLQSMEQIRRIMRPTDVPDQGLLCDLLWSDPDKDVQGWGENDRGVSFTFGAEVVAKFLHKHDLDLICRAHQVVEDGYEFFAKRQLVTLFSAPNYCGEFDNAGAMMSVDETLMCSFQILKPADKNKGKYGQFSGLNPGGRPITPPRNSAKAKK
* marks the source's active call; other numbers are inactive results; x = not tested or not shown.

Each structure is followed by: Efflux pump mplx, TPT1 inh, LYPLA2 inh, PREPL inhibitor, JMJD2C inh, HCV core dimer, CTSL1 counter, PP5 inh, PP1 inh
- Cc1ccc2c(c1)SC1=NC(c3ccccc3)(C(F)(F)F)NC(=O)N12 (stereo not given)
 : -0.3, -2, -2, -10, -2, 4, 1, 0.1, 2
- COC(=O)CC1COc2ccccc2N1C(=O)c1ccc(C(C)(C)C)cc1 (stereo not given)
 : 0.0, 0, 5, 0, -5, -1, 4, 2.3, 2
- O=C(Cc1cccc(F)c1)Nc1ccc2c(c1)CCC2
 : 0.0, 0, -7, 4, 6, 4, -4, 1.5, 3
- CCOC(=O)C1CCN(C(=O)C2(NC(=O)Nc3cccc(F)c3)CCCCC2)CC1
 : -0.2, 0, -3, -1, -14, 4, -1, 1.9, -2
- COc1cc(NC(=O)c2ccc(Br)o2)ccc1NC(=O)c1ccccc1Cl
 : -0.1, 0, 4, 15, 9, 9, 4, 1.1, 2
- CSc1cccc(NS(=O)(=O)c2ccc(F)cc2)c1
 : -0.2, 0, -2, 8, 6, -6, 3, -5.0, 2
- O=C(CSc1nnc(NC(=O)C2CC(=O)N(c3ccc(F)cc3)C2)s1)NCc1ccco1 (stereo not given)
 : -0.3, 7, 1, 7, -1, 26, 0, 1.8, 3
- CC(NC(=O)COC(=O)c1ccc2c(=O)n3c(nc2c1)CCCCC3)c1ccccc1 (stereo not given)
 : -0.1, x, 5, -3, 2, x, x, -0.2, 2
- O=C(COc1ccccc1)Nc1ccc(N2CCN(C(=O)c3cccs3)CC2)cc1
 : 0.0, -2, 8, 34, -1, -6, -5, 0.0, -1
- O=C(NNC(=O)c1nn(-c2ccc(F)cc2)ccc1=O)c1ccccc1Cl
 : -0.1, -2, 6, 17, -5, -6, 3, -1.6, -2
- CN1CC(=O)N(CC(=O)N2CCC(Cc3ccccc3)CC2)C1=O
 : 0.1, 0, 4, 16, 3, 1, 0, -0.2, -5
- COC(=O)c1ccccc1NC(=O)CSc1nc(-c2ccco2)cc(C(F)(F)F)n1
 : 0.5, 1, 0, 11, x, 3, -7, 2.5, -9
- Cc1ccc(C(=O)N/C(=C\c2ccc(Cl)cc2)C(=O)NCC2CCCO2)cc1 (stereo not given)
 : 0.0, -1, 2, 4, 4, -3, 2, -0.7, -3
- O=C(Nc1ccccc1F)N1CCC(NC(=O)C23CC4CC(CC(C4)C2)C3)CC1
 : -0.1, -1, 0, 8, 8, -20, 1, 0.7, 0
- COC(=O)c1ccc(OCC(=O)c2ccc(C)c(C)c2)cc1
 : 0.2, 1, -1, -14, 4, -2, 2, 2.0, 0
- O=C(CCC(=O)N(CC(=O)NC1CCCCC1)Cc1ccc(F)cc1)Nc1nccs1
 : 0.1, -3, 3, 16, -2, -17, 5, -0.8, -2
- Cc1ccc(C)c(NC2=NCC(=O)N2c2ccc3c(c2)OCCO3)c1
 : -0.1, -1, -4, 0, -4, 9, -3, 1.2, 0
- CCc1noc(C)c1C(=O)N(CCC(C)C)c1c(N)n(Cc2ccccc2)c(=O)[nH]c1=O
 : 0.1, -2, -4, 8, -1, 2, -4, -2.4, -2
- CCOC(=O)C(CC)Sc1nnc2c3cc(C)ccc3n(C)c2n1 (stereo not given)
 : 0.6, -5, 9, 4, 2, 14, 10, -4.4, -1
- Cc1ccc(C(CC(=O)O)C2CCOC(C)(C)C2)cc1 (stereo not given)
 : -0.1, 0, 3, 5, -4, -1, -2, 4.3, -2
- Cc1nn2c3ccccc3n(Cc3ccccc3)c2nc1=O
 : 0.0, -1, -5, -5, 14, 2, 0, -1.2, -1
- Cc1ccc(-c2nn(-c3ccccc3)cc2C=C2C(=O)CC(C)(C)CC2=O)cc1
 : -0.1, -2, 2, 11, -3, 11, 6, -0.7, -2
- O=C(c1ccc(Br)s1)N1CCN(c2ccccn2)CC1
 : 4.8, -5, -2, 9, 0, 5, -6, 3.6, -6
- Cc1cc(C)nc(SCC(=O)Nc2ccc(S(=O)(=O)Nc3nccs3)cc2)n1
 : -0.1, 1, 1, 3, -18, -2, 2, 0.1, -5
- S=c1[nH]nc(Cn2nnc3ccccc32)n1-c1ccccc1
 : 0.0, 3, -5, 1, -26, 0, -3, -1.6, 0
- COc1ccc(-c2noc(CCCC(=O)O)n2)cc1
 : 0.0, -1, 0, 4, 1, 4, -2, -0.9, 3
- O=C(CSc1ncn(-c2ccccc2)n1)Nc1nncs1
 : -0.1, -3, 4, 4, -5, 8, 3, -1.1, -2
- CSc1nc(SC(C)C(=O)O)c2c3c(sc2n1)COC(C)(C)C3 (stereo not given)
 : -0.1, -2, 3, -1, -2, 5, -5, -2.3, 2
- N=C1C(c2ccccc2)=C(O)CN1NC(=O)c1ccc(Cl)cc1
 : 0.1, -2, 0, 10, 7, 3, 0, -1.4, 0
- O=C(O)C1C2C=CC(O2)C1C(=O)NC1CCCc2ccccc21 (stereo not given)
 : -0.1, -1, 2, 11, 5, -3, 11, -0.7, -1
- O=c1[nH]c2cc3c(cc2cc1C(c1nnnn1C1CCCC1)N1CCSCC1)OCCO3 (stereo not given)
 : 0.2, 0, -2, -2, -16, 3, -2, 2.9, -1
- O=c1c2c(nc3nc[nH]n13)CCC2
 : -0.3, -1, 1, -4, -14, -8, 4, -0.6, -1
- CC(C)(C)C1CCC(C(=O)Nc2ccccc2)CC1 (stereo not given)
 : 0.0, -4, -3, 1, 1, 2, 2, 2.5, -1
- C/C(=N/OCc1ccc(Br)cc1)c1ccccn1
 : 0.2, 2, 1, -7, -9, -7, -3, 4.2, 4
- C/C(=C\C(=O)O)C(=O)Nc1nccs1
 : -0.1, 5, -1, 0, 5, -7, 0, 1.0, 1
- CCOCCOC(=O)c1ccc(NC(=O)C2COc3ccccc3O2)cc1 (stereo not given)
 : 0.7, 2, 1, 7, 8, 1, 0, 1.1, 2
- Cc1ccnc2nc(C(=O)Nc3nnc(-c4ccc(Cl)cc4)o3)nn12
 : 0.1, -2, 4, 16, -1, -3, 2, -0.2, 11
- COC(=O)c1ccc(C2C(C(=O)c3ccco3)=C(O)C(=O)N2CC2CCCO2)cc1 (stereo not given)
 : 0.1, -1, 5, -8, -1, -5, -1, 0.2, 3
- CCCCNC(=O)CSc1nc2ccc(NC(=O)CSc3nnc(COc4ccccc4C)n3C)cc2s1
 : 0.1, 4, -1, -18, -2, 13, 1, 3.0, 7
- Cc1cccc(-n2c(O)c(C=Nc3ccc(O)cc3)c3ccccc3c2=O)n1
 : 0.0, 1, 4, 6, 2, -12, 7, -0.4, -2

Ordered by SMILES length (largest number first): 13 of the compounds above
Each structure is followed by: Efflux pump mplx, TPT1 inh, LYPLA2 inh, PREPL inhibitor, JMJD2C inh, HCV core dimer, CTSL1 counter, PP5 inh, PP1 inh
- CCCCNC(=O)CSc1nc2ccc(NC(=O)CSc3nnc(COc4ccccc4C)n3C)cc2s1
 : 0.1, 4, -1, -18, -2, 13, 1, 3.0, 7
- COC(=O)c1ccc(C2C(C(=O)c3ccco3)=C(O)C(=O)N2CC2CCCO2)cc1 (stereo not given)
 : 0.1, -1, 5, -8, -1, -5, -1, 0.2, 3
- O=c1[nH]c2cc3c(cc2cc1C(c1nnnn1C1CCCC1)N1CCSCC1)OCCO3 (stereo not given)
 : 0.2, 0, -2, -2, -16, 3, -2, 2.9, -1
- Cc1cccc(-n2c(O)c(C=Nc3ccc(O)cc3)c3ccccc3c2=O)n1
 : 0.0, 1, 4, 6, 2, -12, 7, -0.4, -2
- Cc1ccnc2nc(C(=O)Nc3nnc(-c4ccc(Cl)cc4)o3)nn12
 : 0.1, -2, 4, 16, -1, -3, 2, -0.2, 11
- CSc1nc(SC(C)C(=O)O)c2c3c(sc2n1)COC(C)(C)C3 (stereo not given)
 : -0.1, -2, 3, -1, -2, 5, -5, -2.3, 2
- O=C(O)C1C2C=CC(O2)C1C(=O)NC1CCCc2ccccc21 (stereo not given)
 : -0.1, -1, 2, 11, 5, -3, 11, -0.7, -1
- O=C(CSc1ncn(-c2ccccc2)n1)Nc1nncs1
 : -0.1, -3, 4, 4, -5, 8, 3, -1.1, -2
- CC(C)(C)C1CCC(C(=O)Nc2ccccc2)CC1 (stereo not given)
 : 0.0, -4, -3, 1, 1, 2, 2, 2.5, -1
- COc1ccc(-c2noc(CCCC(=O)O)n2)cc1
 : 0.0, -1, 0, 4, 1, 4, -2, -0.9, 3
- C/C(=N/OCc1ccc(Br)cc1)c1ccccn1
 : 0.2, 2, 1, -7, -9, -7, -3, 4.2, 4
- C/C(=C\C(=O)O)C(=O)Nc1nccs1
 : -0.1, 5, -1, 0, 5, -7, 0, 1.0, 1
- O=c1c2c(nc3nc[nH]n13)CCC2
 : -0.3, -1, 1, -4, -14, -8, 4, -0.6, -1

(next part)
Each structure is followed by: Efflux pump mplx, TPT1 inh, LYPLA2 inh, PREPL inhibitor, JMJD2C inh, HCV core dimer, CTSL1 counter, PP5 inh, PP1 inh
- CCN(CC)C(=O)Cc1c(O)c2ccccc2[nH]c1=O
 : -0.1, 1, 4, 1, 0, 1, -1, -0.2, -3
- Cn1nnnc1SCC(=O)NCc1ccco1
 : 0.0, 1, -3, -6, -8, -2, 0, -1.3, 6
- CCOC(=O)c1cccc(NC(=O)CCc2nc(-c3ccc(C)cc3)no2)c1
 : -0.2, 0, 2, -5, 10, -3, 7, 4.0, 2
- CC(=O)Nc1ccc(NC(=O)c2nc(S(=O)(=O)Cc3cccc(C)c3)ncc2Cl)cc1
 : 0.0, 0, 0, 1, 2, 2, -1, 2.3, -2
- CCN(CC)CCN(C(=O)c1cc2c(ccc3ccccc32)oc1=O)c1nc2cc3c(cc2s1)OCCO3
 : -0.3, -2, 0, 1, -7, 1, 1, 4.3, 11
- CCOC(=O)C(C)Sc1nnc(-c2ccccc2O)n1Cc1ccccc1 (stereo not given)
 : 0.0, -2, -1, 5, -8, 10, -1, -1.5, -5
- O=C(N/N=C/c1ccc(OC(=O)c2ccccc2)cc1)c1cccnc1
 : 0.9, -3, 1, 8, 10, 9, 3, 2.9, 3
- Cc1c(Br)cnn1C(C)C(=O)N1CCN(c2ccc(F)cc2)CC1 (stereo not given)
 : 0.4, x, 1, 16, -2, x, x, 3.3, 0
- CC1=CC(c2ccccc2)n2nc(N3C(=O)CCC3=O)nc2N1 (stereo not given)
 : -0.1, 0, 4, 6, 19, -5, 9, -2.1, -3
- COc1ccc(C(C#N)N2CCCCCC2)cc1OC (stereo not given)
 : 0.1, -2, 6, 0, 1, -12, -5, 5.2, -1
- COCCCNC(=S)Nc1ccc(C)cc1
 : -0.2, -2, -3, -3, -3, 13, -1, 1.9, -2
- Cc1ccc(C)c(CN2CCC(CNC(=O)Nc3ccc(C)c(C)c3)CC2)c1
 : 0.1, 1, -10, 12, -5, -4, 6, -0.3, -2
- COc1ccc(-c2noc(CSc3nnc(Cc4ccccc4)n3-c3ccc(Cl)cc3)n2)cc1
 : -0.4, 1, 1, 18, -6, 10, 5, 4.8, 10
- Cc1nn(C)c(C)c1CN(C(=O)CCc1nnc(Cc2c[nH]c3ccccc23)o1)C(C)C
 : 0.0, 1, 3, 27, -3, 0, -2, -0.1, -3
- NC(=O)CSc1nc2ccccc2n1-c1ccccc1
 : 0.0, 4, 1, 2, -4, 3, -2, -1.6, -1
- O=C(CC1SC2=NCCN2C1=O)Nc1ccc(Br)cc1 (stereo not given)
 : 0.1, 2, 2, 17, -5, 0, 1, 6.3, -3

An excerpt, so the mix of outcomes need not match the whole.
